Assay outcomes (PubChem)
CD11b adhes inh: blocks human CD11b/CD18 adhesion to fibrinogen. P05107+P11215. K562 CD11b/CD18 adhesion to fibrinogen, ATPlite luminescence; Mn2+ added to activate the integrin. hit rate 0.54% among 93,000. inhibition, % at 10 µM;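 active = primary inhibition of 50% or more at 10 µM, then 40% or more on retest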; also: some results filed as inactive read as strong as hits
Target sequence (P05107 whole entry, looked up, other chains not shown): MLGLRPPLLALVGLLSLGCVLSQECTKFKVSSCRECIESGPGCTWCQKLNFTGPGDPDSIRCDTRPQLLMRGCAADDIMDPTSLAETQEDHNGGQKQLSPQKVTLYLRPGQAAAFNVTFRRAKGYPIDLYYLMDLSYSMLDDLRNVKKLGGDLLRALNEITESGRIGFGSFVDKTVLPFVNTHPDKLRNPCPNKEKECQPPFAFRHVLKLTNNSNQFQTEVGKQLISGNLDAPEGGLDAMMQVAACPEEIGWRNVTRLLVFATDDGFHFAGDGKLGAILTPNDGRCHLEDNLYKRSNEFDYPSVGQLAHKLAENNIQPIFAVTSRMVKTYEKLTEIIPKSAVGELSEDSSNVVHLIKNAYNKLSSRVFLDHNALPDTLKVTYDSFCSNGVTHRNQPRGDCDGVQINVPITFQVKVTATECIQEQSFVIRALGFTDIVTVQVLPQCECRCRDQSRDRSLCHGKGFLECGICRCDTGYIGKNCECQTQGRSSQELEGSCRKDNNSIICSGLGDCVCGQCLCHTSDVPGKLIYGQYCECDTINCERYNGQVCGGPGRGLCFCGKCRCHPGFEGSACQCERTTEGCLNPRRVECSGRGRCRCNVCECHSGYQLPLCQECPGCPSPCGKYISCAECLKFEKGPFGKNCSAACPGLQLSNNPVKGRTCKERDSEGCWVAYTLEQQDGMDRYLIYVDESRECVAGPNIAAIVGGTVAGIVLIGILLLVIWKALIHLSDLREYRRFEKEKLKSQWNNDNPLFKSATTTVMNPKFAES
Mac1 fbg enh: CD11b/CD18-fibrinogen binding enhancement. activation, % at 10 µM. P05107+P11215. hit rate 0.07% among 93,000. K562 CD11b/CD18 adhesion to fibrinogen, ATPlite luminescence. AID 1499;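 active = 10 µM primary screen giving 50% or more activity, confirmed by 40% or more on retest at that dose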; also: strong numbers were not always called active; reference of the scale not given here
* hit, by the source's call.

Screens in order – CD11b adhes inh | Mac1 fbg enh
O=C(COc1ccc2c(c1)CCC2)NCc1cccc(Cl)c1
→ -8 | 1
CCn1c2ccc(C)cc2c2nc3cc(C(=O)O)ccc3nc21
→ 14 | -1
O=C(CCn1c2c(c3ccccc31)CCCC2)NNC(=O)c1ccccc1[N+](=O)[O-]
→ 25 | 4
N#CC1=C(N)N2C(=C(C#N)C1c1cccc(Br)c1)Nc1ccccc12 (stereo not drawn)
→ 22 | 8
COC(=O)Cn1c(=NC(=O)c2ccc(Cl)s2)sc2cc(F)ccc21
→ -28 | 18
Cc1cc(NC(=O)/C=C/c2ccc(F)cc2)n(-c2nc3ccccc3[nH]2)n1
→ 14 | 45
COc1ccccc1/C=N/NC(=O)CCn1cnc2ccccc21
→ -3 | 3
Cc1ccn2c(Nc3ccc4c(c3)OCO4)c(-c3ccccn3)nc2c1
→ -14 | -2
COc1cc(/C=N/n2cnc3scc(-c4cccs4)c3c2=O)cc(OC)c1OC
→ 5 | 23
Cc1cc(C)n2cc(CSc3nc4ccccc4[nH]3)nc2n1
→ -6 | 2
Nc1c(C(=O)Nn2cnnc2)cc([N+](=O)[O-])cc1[N+](=O)[O-]
→ -1 | -3
CC(=O)c1ccc(N2Cc3ccccc3C2=NC(=O)c2cccs2)cc1
→ 28 | 11
Cc1ccc(S(=O)(=O)N[C@H](C(=O)OCC(=O)N2N=C(c3ccc(Cl)cc3)CC2c2ccco2)C(C)C)cc1 (stereo partly drawn)
→ -11 | -1
COCCn1c(C)cc(C(=O)CSc2cc(C)c3ccc(OC)cc3n2)c1C
→ 9 | 6
Nc1c(O)ccc2c1C(=O)c1ccccc1C2=O
→ 26 | 17
CC(C)=C1C2CCC1C1C(=O)N(c3nc(-c4ccccc4)c(C)s3)C(=O)C21 (stereo not drawn)
→ 13 | -1
Cc1cccc(-n2c3nc(=O)[nH]c(=O)c-3cc3c(C)nn(-c4ccccc4)c32)c1C
→ 2 | 3
O=S(=O)(Nc1nccs1)c1ccc(Nc2nnc(-c3ccccc3)c3ccccc23)cc1
→ 0 | 4
COc1ccc(/C=C/C(=O)C2C(=O)C=C(C)OC2=O)cc1O (stereo not drawn)
→ -7 | 0
COC(=O)N(NC(=O)C(O)(c1ccccc1)c1ccccc1)c1ccccc1
→ -1 | -6
O=C(N/N=C/c1cccc([N+](=O)[O-])c1)c1cccs1
→ -4 | 2
Fc1cccc(NC(=S)NCc2cccnc2)c1
→ 21 | -2
S=C(Nc1ccccc1)N1CCn2cccc2C1c1cccnc1 (stereo not drawn)
→ -8 | 2
CN1CCN(/N=C/c2nc(-c3ccc(Cl)cc3)n3ccccc23)CC1
→ 5 | -2
Cc1ccc(C)c(CS(=O)(=O)c2cn(CC(=O)N3CCCCC3)c3ccccc23)c1
→ 16 | 4
COc1ccc(-c2nnc(OCc3nc4ccccc4n3C)c3ccccc23)cc1
→ 11 | 3
CCCCOc1ccc(C(C)NC(=O)CCS(=O)(=O)Cc2ccc(Cl)cc2)cc1 (stereo not drawn)
→ 16 | 6
COc1ccccc1-n1cnnc1SC(C)C(=O)Nc1cccc([N+](=O)[O-])c1 (stereo not drawn)
→ 11 | 5
O=C(NCc1cc(Br)cc(Br)c1OC(=O)c1ccccc1[N+](=O)[O-])c1ccccc1
→ 41 | 2
O=C(CSc1nc2ccccc2[nH]1)N1c2ccccc2Sc2ccccc21
→ 29 | 3
CC(C)CN(C(=O)c1cc2ccccc2o1)c1c(N)n(CC(C)C)c(=O)[nH]c1=O
→ -2 | 0
Cc1c(Cl)c([N+](=O)[O-])nn1CCCC(=O)Nc1ccc(Cl)cc1Cl
→ -9 | 4
CC(=O)N/C(=C\c1ccccc1)C(=O)NCC(=O)O
→ 0 | -2
CN(C)S(=O)(=O)c1cccc(-c2nn(-c3ccccc3)cc2/C=C(/C#N)C(=O)NCc2ccco2)c1
→ -10 | 34
COc1ccc(NC(=O)CC2C(=O)OCC3CCCCN32)cc1Cl (stereo not drawn)
→ -8 | -1
COc1cc(/C=C(/NC(=O)c2ccccc2)C(=O)Nc2ccc(O)cc2)c([N+](=O)[O-])cc1OC
→ -5 | 0
CCc1nc2sc3c(=O)n(N)cnc3c2c2c1COC(C)(C)C2
→ -9 | 4
Cc1ccc(C(=O)NC(=S)Nc2cccc(-c3nc4ccccc4s3)c2)cc1
→ -2 | 5
Cc1nn(-c2ccccc2)c(C)c1NC(=O)COc1ccc(Br)cc1Cl
→ 1 | 5
COc1cccc(C(=O)NC(=S)Nc2cccnc2)c1
→ -2 | -1

Some of the entries so far, with the structure last.
CD11b adhes inh	Mac1 fbg enh	Compound
-7	0	COc1ccc(/C=C/C(=O)C2C(=O)C=C(C)OC2=O)cc1O (stereo not drawn)
-1	-6	COC(=O)N(NC(=O)C(O)(c1ccccc1)c1ccccc1)c1ccccc1
-4	2	O=C(N/N=C/c1cccc([N+](=O)[O-])c1)c1cccs1
21	-2	Fc1cccc(NC(=S)NCc2cccnc2)c1
-8	2	S=C(Nc1ccccc1)N1CCn2cccc2C1c1cccnc1 (stereo not drawn)
5	-2	CN1CCN(/N=C/c2nc(-c3ccc(Cl)cc3)n3ccccc23)CC1
16	4	Cc1ccc(C)c(CS(=O)(=O)c2cn(CC(=O)N3CCCCC3)c3ccccc23)c1
11	3	COc1ccc(-c2nnc(OCc3nc4ccccc4n3C)c3ccccc23)cc1
16	6	CCCCOc1ccc(C(C)NC(=O)CCS(=O)(=O)Cc2ccc(Cl)cc2)cc1 (stereo not drawn)
11	5	COc1ccccc1-n1cnnc1SC(C)C(=O)Nc1cccc([N+](=O)[O-])c1 (stereo not drawn)
41	2	O=C(NCc1cc(Br)cc(Br)c1OC(=O)c1ccccc1[N+](=O)[O-])c1ccccc1
29	3	O=C(CSc1nc2ccccc2[nH]1)N1c2ccccc2Sc2ccccc21
-2	0	CC(C)CN(C(=O)c1cc2ccccc2o1)c1c(N)n(CC(C)C)c(=O)[nH]c1=O
-9	4	Cc1c(Cl)c([N+](=O)[O-])nn1CCCC(=O)Nc1ccc(Cl)cc1Cl
0	-2	CC(=O)N/C(=C\c1ccccc1)C(=O)NCC(=O)O
-10	34	CN(C)S(=O)(=O)c1cccc(-c2nn(-c3ccccc3)cc2/C=C(/C#N)C(=O)NCc2ccco2)c1
-8	-1	COc1ccc(NC(=O)CC2C(=O)OCC3CCCCN32)cc1Cl (stereo not drawn)
-5	0	COc1cc(/C=C(/NC(=O)c2ccccc2)C(=O)Nc2ccc(O)cc2)c([N+](=O)[O-])cc1OC
-9	4	CCc1nc2sc3c(=O)n(N)cnc3c2c2c1COC(C)(C)C2
-2	5	Cc1ccc(C(=O)NC(=S)Nc2cccc(-c3nc4ccccc4s3)c2)cc1
1	5	Cc1nn(-c2ccccc2)c(C)c1NC(=O)COc1ccc(Br)cc1Cl
-2	-1	COc1cccc(C(=O)NC(=S)Nc2cccnc2)c1

(further entries)
Screens in order – CD11b adhes inh | Mac1 fbg enh
C/C(=N/NC(=O)C1COc2ccccc2O1)c1ccco1 (stereo not drawn)
→ 4 | 1
O=C(COC(=O)CSc1cc(Cl)ccc1Cl)Nc1ncc(C(F)(F)F)cc1Cl
→ 4 | 5
NC(=O)Cc1ccc(Nc2nnc(-c3ccc(O)cc3)c3ccccc23)cc1
→ -4 | -1
CC(=O)c1ccc(NC(=O)C(=O)c2cn(CC(=O)N3CCCCC3)c3ccccc23)cc1
→ 2 | 39
O=C1N/C(=N\N=C\c2cccs2)SC1Cc1ccc(Cl)cc1Cl (stereo not drawn)
→ 8 | 27
CCCCCCCN(C(=O)CCl)c1cccc(C)c1
→ 2 | 14
COc1ccc(NC(C#N)c2ccccc2OCc2ccccc2)cc1 (stereo not drawn)
→ 24 | -4
Cc1cc(NS(=O)(=O)c2ccc(NC(=S)NC(=O)c3ccccc3)cc2)no1
→ 8 | -3
CCOC(=O)c1cc2c(C)n(-c3ccc(OCC)cc3)c(C)c2cc(C(=O)OCC)c1=O
→ 2 | 4
Cc1ccc(CNC(=O)CSc2ccc(-c3cccs3)nn2)cc1
→ -3 | 1
Cc1ccc(/C=N/n2c(-c3ccco3)n[nH]c2=S)s1
→ 4 | 3
Cc1c(C(=O)Nc2cccc(Cl)c2)c2ccccn2c1CCc1ccncc1
→ 10 | 8
S=c1[nH]nc(-c2ccc3ccccc3n2)n1-c1ccc(Cl)cc1
→ 0 | -2
Cc1cccc(NC(=S)N=Nc2c(O)n(CN3CCOCC3)c3ccccc23)c1C
→ -15 | 10
O=C(CSc1nc2ncc(Br)cc2[nH]1)c1ccc([N+](=O)[O-])cc1
→ -29 | -1
COc1ccc(NC(=O)COC(=O)CC2CC3CCC2C3)c([N+](=O)[O-])c1 (stereo not drawn)
→ 10 | 2
Cc1ccc(NC(=O)COC(=O)C2CC3C=CC2C3)cc1S(=O)(=O)N1CCCCC1 (stereo not drawn)
→ 61 | 0
O=C1c2cccc(OCC(=O)N3CCCc4ccccc43)c2CCN1Cc1ccccc1
→ 48 | 1
Cc1cc(C)cc(C(=O)N2CCN=C2SCc2ccc([N+](=O)[O-])cc2)c1
→ -5 | 1
Cc1ccc(/C=N/NC(=O)c2cccc(S(=O)(=O)Nc3ccccc3Cl)c2)s1
→ -4 | 5
CCCc1nc(Cl)c(C#N)c2c1CCCC2
→ -8 | 2
Cc1ccc(C(=O)N/C(=C\c2ccc(Cl)cc2)C(=O)NCC2CCCO2)cc1 (stereo not drawn)
→ 4 | -4
COc1ccc(N2C(=O)c3ccccc3NC2c2ccc(OC)c(COc3ccccn3)c2)cc1 (stereo not drawn)
→ 6 | -1
O=C(NCC(c1cccs1)N1CCOCC1)c1ccccc1NS(=O)(=O)c1ccc(Cl)cc1 (stereo not drawn)
→ 79* | -6
CC1=C(C(=O)N2CCOCC2)C(c2ccc(C)cc2)NC(=S)N1 (stereo not drawn)
→ -10 | -2
CCC(=O)Nc1cccc(NC(=O)c2ccccc2Br)c1
→ -1 | -1
Cc1nn(-c2cccc(Cl)c2)c2nc(C(F)(F)F)[nH]c(=O)c12
→ 102* | -8
CCn1c(Cc2ccccc2)nnc1SCc1ccc([N+](=O)[O-])cc1
→ -3 | -1
C=CCn1c(SCC(=O)c2[nH]c(C)c(C(=O)OC)c2C)nc2scc(-c3ccc(OC)c(OC)c3)c2c1=O
→ -6 | 60
COc1ccc(CNC(=O)CSc2nnc3c(Cl)cc(C(F)(F)F)cn23)cc1OC
→ 3 | 8

The listing continues:
mol | CD11b adhes inh | Mac1 fbg enh
COc1ccc(CC(=O)Nc2ccc3c(c2)CCC3)cc1 | -5 | -2
CCCCC1OC2(C)OC(=N)C1(C#N)C(C#N)(C#N)C2c1ccccc1 (stereo not drawn) | 5 | 3
COc1ccc(N(CN2C(=O)c3ccccc3C2=O)C(=O)COc2ccc(Cl)cc2Cl)cc1 | 26 | -2
O=[N+]([O-])c1cc(S(=O)(=O)Nc2ccccc2)ccc1N1CCN(c2ccccc2)CC1 | 55 | 0
Cc1nn(Cc2ccccc2)c(Cl)c1C(=O)NCCc1ccccc1 | -1 | 0
Cc1ccc(S(=O)(=O)Nc2ccccc2CNc2cccc(C)n2)cc1 | 13 | 2
CCCN(CC1COc2ccccc2O1)C(=S)Nc1ccc(C)cc1 (stereo not drawn) | 10 | 5
CC12c3ccccc3C(c3ccccc31)C1C(=O)N(Cc3cccnc3)C(=O)[C@H]12 (stereo partly drawn) | -4 | 1
Cn1c(=O)c2[nH]c(-c3ccccc3)c(O)c2n(C)c1=O | -12 | 7
COC(=O)c1sccc1NC(=O)Cc1ccc(OC)cc1 | -2 | 1
CC(=O)c1ccccc1NC(=O)COC(=O)c1ccccc1NC(=O)c1ccccc1 | 43 | 5
O=C(N/C(=C/c1cn(-c2ccccc2)nc1-c1ccccc1)C(=O)N1CCOCC1)c1ccccc1 | -8 | -6
O=C(Cn1cc(C(F)(F)F)cc(Cl)c1=O)NCCc1ccccc1 | -10 | 1
O=C(COC(=O)c1ccc(-c2cnc3ccccc3n2)cc1)c1ccccc1 | 4 | -5
O=C(Nc1cc(Cl)cc(Cl)c1)C(NCC1CCCO1)c1ccccc1 (stereo not drawn) | -13 | 4
CCn1c(C)nc2cc(C(=O)NNC(=O)CCC3CCCCC3)ccc21 | 8 | -6
C/C(=N\OCC(=O)Nc1ccc2c(c1)OCCO2)c1ccc2c(c1)OCCO2 | 7 | 1
O=C(/C=C/c1ccco1)Nc1ccccn1 | -6 | -5
COCCSc1ccccc1C(=O)Nc1ccc(Cl)cn1 | 0 | -1
Cc1cccc(-c2cc(C(=O)NCc3ccccn3)c3ccccc3n2)c1 | 12 | 1
O=C(Nc1cccc(Cl)c1)c1ccc(NCC2CCCO2)c([N+](=O)[O-])c1 (stereo not drawn) | 8 | 0
Cc1nn(-c2ccccc2)c(N2CCCC2)c1/C=N/NC(=O)c1cc(-c2ccccn2)nc2ccccc12 | -5 | 38
O=C1C(=O)N(CNc2cccnc2)c2ccccc21 | 22 | -6
O=C(CCC(=O)c1ccc(Oc2ccccc2)cc1)Nc1cccc(Cl)c1Cl | 38 | 2
O=C(NCc1ccccn1)c1cc(-c2ccc(-c3ccccc3)cc2)nc2ccccc12 | 60 | 0
Cc1ccc(NC(NC(=O)c2cccnc2)C(Cl)(Cl)Cl)cc1 (stereo not drawn) | 12 | 0
Cc1ccccc1S(=O)(=O)Nc1nc2ccccc2nc1N1CCc2ccccc2C1 | 100 | -9
CCCCCCCCCCS(=O)(=O)N/N=C/c1ccc(O)cc1 | 12 | 1
Cc1cc(C=C2C(=O)CCCC2=O)c(C)n1-c1ccccc1 | -18 | 84
COc1ccc(CNC(NC(=O)c2ccccc2)(C(F)(F)F)C(F)(F)F)cc1 | -3 | 2
Cc1ccc([N+](=O)[O-])cc1NC(=S)NC(=O)c1cccs1 | 10 | 25
NC(=O)COC(=O)c1cccc(NS(=O)(=O)/C=C/c2ccccc2)c1 | -6 | -5
N/C(CC(=O)Nc1ccc(F)cc1)=N\O | -2 | -2
COc1ccc(NC(=O)c2ccc(COCC(F)(F)C(F)F)cc2)cc1OC | -2 | 16
Cc1cccc(CCNC(=O)c2cc(=O)[nH]c3ccc(Br)cc23)c1 | 7 | 12
Cc1nn(-c2ccccc2)c(C)c1/C=N/NC(=O)c1cc(-c2cccc3ccccc23)n[nH]1 | -3 | 70
CCc1nnc(NC(=O)CSc2nnc3c(C)cc4c(C)ccc(C)c4n23)s1 | 2 | -4

Some of the compounds tested; count on the stated rates, not on these rows.
